LYPLA1 counter: LYPLA1 inhibitors, primary screen, counter-screen for PME1 inhibitor project, biochemical, fluorescence polarization, FP-Rh probe ABPP | Acyl-protein thioesterase 1 (Homo sapiens), O75608 | 320,000 compounds, 0.16% hits | inhibition, % at 5.9 µM | recombinant LYPLA1;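 active = inhibition above the mean of all tested compounds plus 3 SD, set per campaign, cut at about 14% in these data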;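 also: inhibitors block serine hydrolase probe labeling of LYPLA1 so polarization falls; 0% = enzyme with DMSO and 100% = wells lacking LYPLA1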
PME-1 primary: PME-1 inhibitors via competitive probe labeling, primary screen, biochemical, fluorescence polarization, FP-Rh probe, HTS; Protein phosphatase methylesterase 1 (Homo sapiens), Q9Y570; recombinant PME-1; inhibition, % at 5.9 µM; 320,000 compounds, 0.53% hits; AID 2130, 2009;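 active = inhibition above the campaign mean of all compounds plus 3 SD, cut at about 26% in these data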;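 also: competitive labeling of PME-1 active site by serine hydrolase directed probe; 0% = PME-1 with DMSO and 100% = wells lacking PME-1 enzyme; inhibitors block probe labeling so polarization falls and inhibition rises; many of its hits are not listed in these tables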
PAFAH1B2 FP inh: PAFAH1B2 enzyme inhibitors, primary screen, biochemical, fluorescence polarization, human | recombinant PAFAH1B2, FP-rhodamine activity probe | inhibition, % at 3.39 µM | 340,000 compounds, 1.2% hits;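 active = inhibition above the mean of all tested compounds plus 3 SD, cut at about 24% in these data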;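 also: 0% = enzyme with DMSO and 100% = wells lacking PAFAH1B2; many of its hits are not listed in these tables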
PAFAH1B3 FP inh: PAFAH1B3 enzyme inhibitors, primary screen, biochemical, fluorescence polarization, human; recombinant PAFAH1B3, FP-rhodamine probe; Platelet-activating factor acetylhydrolase IB subunit alpha1 (Homo sapiens), Q15102; 340,000 compounds, 0.28% hits; AID 492972, 2010; inhibition, % at 3.39 µM;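 active = inhibition above the screen-wide average of all tested compounds plus 3 SD, cut at about 25% in these data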;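 also: 0% = enzyme with DMSO only and 100% = wells lacking PAFAH1B3 protein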
LYPLA2 inh: LYPLA2 inhibitors, primary screen, counter-screen for PME1 inhibitor project, biochemical, fluorescence polarization, FP-Rh probe ABPP; Acyl-protein thioesterase 2 (Homo sapiens), O95372; recombinant LYPLA2; inhibition, % at 5.9 µM; 320,000 compounds, 0.38% hits; AID 2177, 2009;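 active = inhibition above the screen-wide mean plus 3 SD, limit set per campaign, cut at about 26% in these data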;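 also: 0% = LYPLA2 with DMSO and 100% = wells lacking LYPLA2 enzyme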
PAD4 FP inh: human PAD4 inhibitors, primary screen, biochemical, fluorescence polarization, 1536-well format | Protein-arginine deiminase type-4 (Homo sapiens), Q9UM07 | recombinant PAD4, RCA probe fluorescence polarization | inhibition, % at 6.36 µM | 330,000 compounds, 0.41% hits;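 active = percent inhibition above a cutoff equal to the mean of all tested compounds plus 3 SD, cut at about 15% in these data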;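 also: 0% = PAD4 with RCA probe and DMSO and 100% = probe without PAD4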
pPAFAH FP inh: pPAFAH enzyme inhibitors, primary screen, biochemical, fluorescence polarization, human; recombinant pPAFAH, FP-rhodamine probe fluorescence polarization; inhibition, % at 3.39 µM; 330,000 compounds, 1.5% hits;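 active = inhibition above the mean inhibition across the screen plus 3 SD, cut at about 25% in these data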;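 also: inhibitors block binding of the rhodamine activity-based probe so polarization drops; 0% = enzyme with DMSO and 100% = wells lacking pPAFAH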
PREPL inh: PREPL enzyme inhibitors, primary screen, biochemical, fluorescence polarization | Prolyl endopeptidase-like (Homo sapiens), Q4J6C6 | recombinant PREPL, fluorescence polarization activity-based probe | inhibition, % at 5.96 µM | 320,000 compounds, 0.68% hits | AID 2751, 2010; in the data active = inhibition above about 43%;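 also: 0% = enzyme with DMSO and 100% = wells lacking enzyme; many of its hits are not listed in these tables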
Target sequence (Q4J6C6 whole entry, looked up): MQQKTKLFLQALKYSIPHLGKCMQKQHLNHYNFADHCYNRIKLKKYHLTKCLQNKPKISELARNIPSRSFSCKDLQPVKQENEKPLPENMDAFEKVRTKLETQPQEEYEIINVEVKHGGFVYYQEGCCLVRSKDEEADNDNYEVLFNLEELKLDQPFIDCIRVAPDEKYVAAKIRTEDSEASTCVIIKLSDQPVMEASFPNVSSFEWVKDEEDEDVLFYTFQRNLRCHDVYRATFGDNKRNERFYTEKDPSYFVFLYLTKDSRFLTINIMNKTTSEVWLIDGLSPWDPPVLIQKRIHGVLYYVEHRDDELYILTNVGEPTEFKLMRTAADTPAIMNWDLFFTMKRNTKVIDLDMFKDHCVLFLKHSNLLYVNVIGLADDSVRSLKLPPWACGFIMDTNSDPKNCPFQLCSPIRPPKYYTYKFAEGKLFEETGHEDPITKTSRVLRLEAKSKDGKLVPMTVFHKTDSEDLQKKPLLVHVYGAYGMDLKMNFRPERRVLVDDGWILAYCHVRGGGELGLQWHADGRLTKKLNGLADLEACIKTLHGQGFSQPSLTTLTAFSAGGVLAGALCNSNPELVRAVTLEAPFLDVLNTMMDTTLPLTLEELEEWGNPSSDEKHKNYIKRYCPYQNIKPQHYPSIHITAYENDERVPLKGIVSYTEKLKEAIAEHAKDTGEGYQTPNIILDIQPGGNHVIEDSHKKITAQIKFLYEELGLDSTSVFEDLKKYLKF
GSTO1 inh: inhibitors of recombinant GSTO1, primary screen, counter-screen for RBBP9 inhibitor project, biochemical, fluorescence polarization; Glutathione S-transferase omega-1 (Homo sapiens), P78417; activity-based probe fluorescence polarization; inhibition, % at 5.96 µM; 300,000 compounds, 1.1% hits; AID 1974, 2009;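 active = inhibition above the campaign mean inhibition plus 3 SD, cut at about 35% in these data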;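 also: 0% = GSTO1-1 with DMSO and 100% = wells lacking GSTO1-1 enzyme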
Target sequence (P78417 whole entry, looked up): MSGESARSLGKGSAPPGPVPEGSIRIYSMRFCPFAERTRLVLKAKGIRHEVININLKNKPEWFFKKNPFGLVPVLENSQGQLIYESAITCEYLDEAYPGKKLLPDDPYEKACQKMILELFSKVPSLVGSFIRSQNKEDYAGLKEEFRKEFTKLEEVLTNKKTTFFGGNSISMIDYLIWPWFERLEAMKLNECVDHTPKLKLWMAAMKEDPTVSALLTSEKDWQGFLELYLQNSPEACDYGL
Numbers without * were called inactive; . = no result given.

SMILES	LYPLA1 counter	PME-1 primary	PAFAH1B2 FP inh	PAFAH1B3 FP inh	LYPLA2 inh	PAD4 FP inh	pPAFAH FP inh	PREPL inh	GSTO1 inh
C[C@H](CO)N1C[C@H](C)[C@@H](CN(C)C(=O)Nc2ccccc2)Oc2ccc(NC(=O)Nc3ccc4c(c3)OCO4)cc2C1=O	.	.	9	17	.	-1	-3	11	.
COc1ccc(C2c3ccc(O)cc3Oc3ncn(CCCO)c(=N)c32)cc1 (configuration not stated)	-4	-2	-1	2	-1	-7	-2	-2	4
COc1ccc(Br)cc1C1CC(=O)N2CN(Cc3ccccc3)CSC2=C1C#N (configuration not stated)	-3	-2	5	10	-3	-1	8	-9	-5
Cc1cc(-c2nnc(CCC(=O)NCc3ccc(OC(F)(F)F)cc3)o2)no1	7	-8	4	11	0	1	5	9	-1
O=C(c1ccc2nc(N3CCCCC3)sc2c1)N1CCN(Cc2ccc3c(c2)OCO3)CC1	3	-1	5	1	-2	-3	5	4	-2
CCOC(=O)C1CCN(S(=O)(=O)c2ccc3c(c2)CC(=O)N3C)CC1	1	3	1	8	0	4	1	12	28
CCOc1ccc(NC(=O)c2nsc(Cl)c2Cl)cc1	-1	-1	0	1	8	0	3	8	6
CCCc1nc(NC(C)=O)c(C#N)c(-c2ccco2)c1CC	4	6	11	-6	4	0	9	6	2
Cc1ccc(S(=O)(=O)NC2CCOC(C)(C)C2)cc1 (configuration not stated)	2	-2	-4	10	-1	2	1	-13	-4
N/C(Cc1ccc(Cl)cc1)=N\OC(=O)c1ccc2ccccc2c1	-2	4	1	-4	3	-1	20	-16	4
COc1ccc(N2C(=O)C3CCCN3C2c2cc(OC)c(OC)cc2OC)cc1 (configuration not stated)	1	0	4	10	-11	-6	0	7	1
O=C(Oc1cccnc1)c1cc2ccccc2oc1=O	-2	3	3	6	-1	0	-1	-8	2
Cn1c(N)c(C(=O)COC(=O)c2cc(C(F)(F)F)nc3ccccc23)c(=O)n(C)c1=O	0	-4	.	.	-4	1	4	3	-3
O=C(O)c1cc(-c2cc3ccccc3o2)nn1-c1ccccc1	1	6	5	18	6	-4	12	-4	1
CC(=O)Nc1ccc(C(=O)CSc2nccc(=O)[nH]2)cc1	1	-7	.	.	2	-3	-1	-8	0
CC1(C)CC(NCc2cccc([N+](=O)[O-])c2)CC(C)(C)N1	6	-3	-1	3	5	-1	-1	26	0
COC(=O)c1sccc1NC(=S)N1CC(C)CC(C)C1 (configuration not stated)	1	2	6	2	6	-3	3	21	8
CC1CCc2c(nc3ncnn3c2NCCN(C)C)C1 (configuration not stated)	-1	-1	0	4	-7	-6	-1	7	14
O=C1c2ccccc2-c2nnc(-c3ccccc3)cc21	4	5	0	8	6	-12	10	9	19
Cc1cccc(NC(=O)c2cc(-c3cc(C)cc(C)c3O)n[nH]2)c1	-28	-18	-2	-3	-35	-6	1	4	-11
NC(=O)CN1C(=O)C(O)(CC(=O)/C=C\C=C\c2ccccc2)c2ccccc21 (configuration not stated)	-6	2	3	3	5	1	5	-7	-1
O=C(NCCN1C(=O)S/C(=C/c2cccnc2)C1=O)c1cccs1	0	0	-5	4	-3	3	2	6	.
CCOc1ccccc1CNC(=O)C1CCCN(c2nn3c(=O)cc(C)nc3s2)C1 (configuration not stated)	0	1	3	8	3	0	2	3	5
CCC(Oc1ccccc1C)C(=O)Nc1ccc(S(=O)(=O)Nc2cc(C)on2)cc1 (configuration not stated)	-1	2	4	11	-3	-1	0	-9	-1
O=c1[nH]cnc2c1C(c1ccccc1[N+](=O)[O-])c1c(nc[nH]c1=O)O2	0	2	2	8	5	-5	-1	5	0
COC(=O)COc1ccc(Oc2cc(C)nc(SC)n2)nn1	2	2	-1	2	0	-1	2	2	-1
COc1cccc(-n2c(=S)[nH]c3c(oc4ccccc43)c2=O)c1	-3	-6	0	9	-7	4	5	-7	-7
CCOC(=O)N1CCN(C(=O)c2ccc3c(c2)sc2nc(-c4ccccc4)cn23)CC1	-3	-2	2	2	-4	-3	-1	9	-12
CCOC(=O)C(Cc1ccc(O)cc1)NC(=O)CNC(=O)C1CCCN1C(=O)OC(C)(C)C (configuration not stated)	0	2	.	.	-5	-12	5	4	-7
COC(=O)c1ccc(OCCN2CCCCCC2)cc1	1	-3	2	-3	-3	-9	0	2	7
CC(=O)Nc1ccc(NC(=O)CNS(=O)(=O)c2ccc(C)cc2)cc1	1	-11	-3	12	-9	-11	-9	17	-6
CCN(CC)c1ccc(N=Cc2ccc([N+](=O)[O-])o2)cc1	-3	10	3	4	6	8	43*	22	73*
COc1ccccc1CCNC(=O)C(=O)NCCC1CCCCN1S(=O)(=O)c1ccccc1 (configuration not stated)	4	2	1	0	3	4	6	-22	3
COc1ccc(NC(=O)c2oc3ccccc3c2NC(=O)c2ccc3c(c2)OCO3)cc1	-16	-13	-13	-12	-12	-1	1	14	-20
O=C(NC(=S)Nc1cc(C(F)(F)F)ccc1N1CCOCC1)c1sc2ccccc2c1Cl	-1	-5	0	9	3	2	-2	-1	6
O=C1[C@@H]2Cc3c([nH]c4ccccc34)C(c3ccc([N+](=O)[O-])cc3)N2C(=O)CN1C1CC1 (some centres not stated)	4	5	6	-3	1	-5	16	6	6
O=C(CCCn1c(=S)[nH]c2ccccc2c1=O)N1CCN(c2cccc(Cl)c2)CC1	-2	-6	-2	-5	4	-6	-7	-134	0
Cc1ccc(-n2nc(C(=O)O)cc2-c2ccccc2Cl)cc1	1	4	6	0	-1	-3	-5	-9	-2
COCCCNCCOCCOc1ccccc1-c1ccccc1	3	-11	1	3	5	-6	1	5	4
CCNc1nc(N)nc(-c2cc(Cl)ccc2OC)n1	0	1	1	-6	-5	-4	2	-5	5
CC(C)C(=O)NCCSc1c[nH]c2ccccc12	-1	-5	6	4	-3	-8	0	5	-3
O=[N+]([O-])c1ccccc1/C=N/Nc1nnc(-c2ccccc2)c(-c2ccccc2)n1	5	-1	-7	0	1	1	3	10	0
O=C(NCCO)C(=O)Nc1cc2c3c(c1)CCC(=O)N3CCC2	7	-1	3	5	8	-6	-2	4	-6
COC(=O)c1ccc(NC(=O)CSc2nncc3ccc(OC)c(OC)c23)cc1	-1	-16	1	10	-2	26*	-10	-12	-5
CCN1CCN(CC(=O)Nc2ccc3c(c2)OCO3)C(=O)C1=O	0	-6	2	7	-2	3	2	12	5
COc1ccc(CNS(=O)(=O)c2c(C(=O)N3CCCCCC3)c(C)n(C)c2C)cc1	2	0	4	5	4	4	3	5	-6
CN1CCN(S(=O)(=O)c2ccc(NC(=S)NC(=O)C3CCCCC3)cc2)CC1	2	-8	13	6	5	-4	0	2	-33
COc1cc(C2(O)CCCCC2C)cc(OC)c1OC (configuration not stated)	-4	-4	-2	2	-12	-4	7	2	3
O=C1c2cccc3cc([N+](=O)[O-])cc(c23)C(=O)N1CC1CCCO1 (configuration not stated)	0	5	-1	10	1	2	10	3	4
COC(=O)c1ccc(Cn2cc(/C=C\[N+](=O)[O-])c3ccccc32)o1	-3	14	7	4	-2	-4	0	19	2

Other records.
SMILES	LYPLA1 counter	PME-1 primary	PAFAH1B2 FP inh	PAFAH1B3 FP inh	LYPLA2 inh	PAD4 FP inh	pPAFAH FP inh	PREPL inh	GSTO1 inh
CCCCCCc1c(O)nc(SCCN2CCOCC2)[nH]c1=O	3	-1	2	10	4	-3	-2	14	2
COc1ccccc1NC(=O)Cn1cc(C#N)c2ccccc21	3	-1	2	5	7	2	2	15	9
COc1ccccc1NC(=O)N1CCN(CCc2ccccc2)CC1	-2	1	2	-1	-3	6	-1	13	-4
CCN(CC)C(=O)/C(=C/c1cccc([N+](=O)[O-])c1)NC(=O)c1ccco1	-3	-3	2	5	-3	-5	0	-3	1
O=C(N/C(=C\c1ccc(Br)cc1)C(=O)N1CCOCC1)c1ccco1	0	1	8	2	-2	5	7	0	2
Cc1ccc(-n2nc3c(c2NC(=O)c2ccc4c(c2)OCO4)CS(=O)C3)cc1 (configuration not stated)	3	0	4	4	4	1	0	-1	3
Cc1cc(NC(=O)CCC(=O)N(Cc2ccco2)C2(C(=O)NC3CCCC3)CCCCC2C)no1 (configuration not stated)	2	3	17	3	2	-5	0	12	1
Cc1ccc(Cn2nnc3c(=O)[nH]c(C4CCCN(C(=O)Nc5ccc(F)cc5)C4)nc32)cc1 (configuration not stated)	-3	-2	-2	6	2	-6	2	8	0
CCOC(=O)C1(CCCc2ccccc2)CCN(C(=O)CCCn2cncn2)CC1	0	-3	0	5	6	-4	3	5	1
CC(C)CC(NC(=O)/C(=C\c1ccco1)NC(=O)c1ccco1)C(=O)O (configuration not stated)	1	-3	1	3	1	-4	6	-13	6
O=C1CSC(c2ccc([N+](=O)[O-])cc2)N1c1ccccc1 (configuration not stated)	-3	-2	7	4	-1	0	0	-1	1
CCOC(=O)c1oc2ccc(S(=O)(=O)n3nc(-c4cc(OC)c(OC)c(OC)c4)cc3N)cc2c1C	-4	3	0	7	-8	5	1	-5	-14
CCCOc1ccc(NC(=O)C2CC(=O)N/C(=N/N=C(\C)CCc3ccc4c(c3)OCO4)S2)cc1 (configuration not stated)	-1	-3	-4	13	-2	0	17	1	3
O=C(Cc1cccc([N+](=O)[O-])c1)Nc1cccc(C(=O)N2CCCC2)c1	.	.	-1	-8	.	1	-5	14	.
CCCN1C(=O)C2(SC(NC(C)=O)=NN2C(C)=O)c2cc(C)ccc21 (configuration not stated)	-1	-3	3	3	5	1	5	-5	-2
Cc1nccn1-c1ccc(C(F)(F)F)cc1NC=O	2	-2	6	-3	8	2	3	-5	-6
COc1ccc(/C(C#N)=C/c2c(-c3ccc(Cl)cc3)nc3c(C)cccn23)cc1	-1	-2	5	-1	-4	-4	0	9	2
O=C(O)Cn1c(-c2ccccc2)cc2ccccc21	-3	0	2	11	-7	-6	-5	3	12
O=C(NCC1CCCO1)C(c1cccs1)N(C(=O)c1ccc(-c2ccccc2)[nH]1)C1CCCC1 (configuration not stated)	-5	-1	-4	-3	-5	-7	-2	7	3
CN=C(C)/C(C(=O)OC)=C(/O)c1c(F)cccc1F	-1	1	0	11	0	-1	-2	25	16
C/C(=N\NC(=O)C1=NNC(=O)C1C)c1cccs1 (configuration not stated)	2	2	.	.	2	7	4	6	1
CC(C)OC(=O)c1ccc(S(N)(=O)=O)o1	1	2	3	-1	6	-3	3	-1	-3
COc1ccc(OC)c(-n2nnnc2SCC(=O)Nc2ccc3c(c2)OCCO3)c1	2	-2	1	-3	2	-2	3	2	7
O=C(CNC(=O)c1ccccc1)OCC(=O)c1c[nH]c2ccccc12	.	.	2	8	.	-2	7	6	.
COc1ccc(C(=O)Nc2cc3c(oc2=O)CCCC3=O)cc1	-3	1	-3	-2	-12	-1	5	1	18

These rows are one share of the data (hit frequency here may not be typical).
